Bioassay records from PubChem.
EP2 mod – EP2 receptor (human) modulation; EP2-expressing cells, cAMP HTRF FRET, PGE2 co-stimulation; induction, % at 25 µM; actives 0.83% (n = 260,000); P43116;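 active = compounds whose cAMP rise, as percent of the full-agonist control response, exceeds 60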;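 note: rat C6 glioma line stably carrying human EP2 under a CMV promoter; the protocol text gives 20 µM as final concentration; 100% = response of wells given 1 µM PGE2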
Target sequence (P43116 whole entry, looked up): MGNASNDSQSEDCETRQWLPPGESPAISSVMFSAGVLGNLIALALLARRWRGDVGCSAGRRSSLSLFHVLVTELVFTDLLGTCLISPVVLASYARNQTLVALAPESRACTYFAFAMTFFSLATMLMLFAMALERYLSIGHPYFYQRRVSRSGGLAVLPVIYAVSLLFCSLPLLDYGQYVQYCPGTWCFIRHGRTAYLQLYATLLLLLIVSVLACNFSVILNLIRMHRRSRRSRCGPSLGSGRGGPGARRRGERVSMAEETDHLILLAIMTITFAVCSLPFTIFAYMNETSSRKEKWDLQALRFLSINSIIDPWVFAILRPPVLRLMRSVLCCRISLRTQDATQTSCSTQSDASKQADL
Runt-SMMHC FRET – Runt domain-CBFb-SMMHC interaction inhibition; inhibition, % at 20 µM; actives 0.74% (n = 220,000); Q01196+Q13951; Cerulean-Runt/Venus-CBFb-SMMHC FRET ratio 530/480, 1 h;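 active = mean inhibition across duplicate retests at 20 µM reaching about 50%, limit read from the data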;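 note: 0% = DMSO wells and 100% = wells with excess untagged CBFb-SMMHC; inhibitors lower the FRET ratio by blocking Runt binding to CBFb-SMMHC; some results filed as inactive read as strong as hits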
TNF death inh – blocks TNF-alpha induced death of Jurkat FADD-/- cells. Jurkat FADD-/- TNF necroptosis rescue, ATP luminescence, 24 h; 0 = TNF only, 100 = no-TNF cells. activation (protection from cell death), % at 10 µM. actives 0.068% (n = 220,000). AID 463075;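 active = activation, meaning protection from cell death, of at least 50% relative to plate controls; inactive = activation below 50%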;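 note: necroptosis triggered by 40 ng/mL TNF-alpha added together with compound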
EP2 antag – EP2 receptor (human) inhibition | P43116 | C6 glioma cells expressing human EP2, cAMP TR-FRET; cells stimulated with saturating PGE2 | inhibition, % at 25 µM | actives 0.52% (n = 260,000) | AID 1422;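 active = percent inhibition above 40 after rounding to a whole number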;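 note: rat C6 glioma host cells with rolipram phosphodiesterase inhibitor present; the protocol text gives 20 µM as final concentration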
Hck-Nef inh – inhibitors of human Hck kinase activated by Nef; actives 0.68% (n = 220,000); Recombinant Hck-YEEI plus Nef, Z-Lyte FRET kinase assay; AID 463187; inhibition, % at 20 µM;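 active = Hck-Nef kinase inhibition above about 50%, limit read from the data; inactive = inhibition below that limit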;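 note: 0% = DMSO with Hck plus Nef and 100% = Hck alone without Nef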
Target sequence (P08631 whole entry, looked up): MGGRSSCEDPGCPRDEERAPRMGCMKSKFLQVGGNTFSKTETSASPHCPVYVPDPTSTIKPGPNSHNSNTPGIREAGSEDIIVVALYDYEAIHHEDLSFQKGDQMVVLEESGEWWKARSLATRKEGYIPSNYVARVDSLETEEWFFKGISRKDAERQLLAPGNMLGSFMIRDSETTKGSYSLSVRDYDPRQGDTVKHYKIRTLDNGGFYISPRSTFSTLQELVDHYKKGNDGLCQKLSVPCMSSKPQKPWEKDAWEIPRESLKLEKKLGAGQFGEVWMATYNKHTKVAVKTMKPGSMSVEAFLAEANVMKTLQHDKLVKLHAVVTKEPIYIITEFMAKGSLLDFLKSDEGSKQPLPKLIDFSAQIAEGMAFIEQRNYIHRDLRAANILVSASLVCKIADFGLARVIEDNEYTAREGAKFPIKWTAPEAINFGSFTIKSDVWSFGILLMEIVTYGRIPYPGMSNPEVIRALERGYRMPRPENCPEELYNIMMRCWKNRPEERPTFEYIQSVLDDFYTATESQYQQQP
PERK inhibitor – blocks human PERK kinase; Q9NZJ5; CHO PERK-DD fusion, SEAP luminescence translation reporter; inhibition, % at 5.6 µM; actives 0.17% (n = 220,000); AID 1416;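 active = inhibition above the mean inhibition of all tested compounds plus 3 SD, set separately per screening campaign, cut at about 2.9% in these data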;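 note: PERK kinase domain activated by AP20187 dimerizer at 100 nM; 0% = DMSO with dimerizer and 100% = rapamycin at 8.4 µM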
RBBP9 inhibitor – human RBBP9 hydrolase inhibition | AID 1515 | O75884 | recombinant RBBP9, FP-Rh probe fluorescence polarization | inhibition, % at 7.94 µM | actives 0.2% (n = 220,000);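 active = inhibition above the campaign mean of all tested compounds plus 3 SD, cut at about 14% in these data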;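 note: plate controls were DMSO wells with RBBP9 for no effect and wells lacking RBBP9 protein for full effect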
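System: RBBP9 protein | Quantity: 2.5 µM RBBP9 dispensing solution, before mixing | Reagent: FP-Rh probe, 375 nM dispensing solution | Timing: Enzyme-compound preincubation 30 min, then probe labeling 45 min, 25 °C | Measured by: Fluorescence polarization | Read-out: % inhibition | Replication: One well per compound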
zVAD death inh – blocks zVAD induced death of L929 cells | actives 0.38% (n = 220,000) | L929 zVAD necroptosis rescue, ATP luminescence, 24 h; with zVAD 60 µM | viability rescue, % at 10 µM | AID 1377;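 active = activation, scaled between plate controls, above about 75%, limit read from the data; inactive = activation under that limit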;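 note: 0% = zVAD with DMSO and 100% = DMSO alone without zVAD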
Runt-CBFb FRET – inhibitors of human RUNX1 Runt domain binding to CBFb. Cerulean-Runt/Venus-CBFb FRET ratio 530/480, 1 h. Q01196+Q13951. inhibition, % at 20 µM. AID 1496. actives 0.46% (n = 220,000);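 active = inhibition over about 50% at 20 µM in the single-dose screen, limit read from the data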;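 note: 0% = DMSO wells and 100% = excess unlabeled CBFb competitor control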
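Buffer or medium: Tris pH 7.5 buffer with BSA. Assay system: Cerulean-labeled Runt domain protein. Amount: each fluorescent fusion protein 100 nM. Read-out basis: loss of energy transfer signal. Incubation: 1 h compound exposure, room temperature. Probe or stimulus: Venus-CBFb binding partner, 100 nM. Detection: FRET, excitation 422 nm, emission at 530 and 480 nm.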
Numbers without * were called inactive; . = no result given; & = joins results of further samples. These rows are one share of the data; rates above refer to the full screens.

Values in the order – EP2 mod	Runt-SMMHC FRET	TNF death inh	EP2 antag	Hck-Nef inh	PERK inhibitor	RBBP9 inhibitor	zVAD death inh	Runt-CBFb FRET
> O=C(O)CCCC(=O)NCCc1ccncc1
    3	1	-1.2	16	0	0.6	-11	-0.5	0
> CCCCNC(=O)c1onc(CSc2ccc(OC)cc2)c1C(=O)O
    -7	0	-2.3	13	1	1.3	-11	-0.1	0
> COc1cccc(C(=O)COC(=O)C(C)N2C(=O)c3ccccc3C2=O)c1 (stereo not given)
    -47	3	0.1	1	0	0.8	-3	0.1	-1
> C/C(=N\NS(=O)(=O)c1ccc(C)c([N+](=O)[O-])c1)c1cccs1
    15	11	0.4	19	-13	-0.4	-3	1.5	1
> CN1CCN(c2ccc(NC(=O)CN3CCOCC3)cc2F)CC1
    6	-6	0.3	1	-8	0.5	6	25	0
> Cc1nn(-c2ccccc2)c(C)c1NS(=O)(=O)c1ccccc1
    -21	-1	4.2	8	3	0.1	-3	2.2	1
> Cc1cccc(N2CCN(C(=O)/C=C/c3cccs3)CC2)c1C
    -11	11	-2.0	19	6	0.0	-6	0.4	-4
> Cc1ccc(-c2cc(-c3ccccc3C)[nH]n2)c(O)c1
    18	8	-1.5	9	24	-1.8	-18	1.9	-4
> CCCOc1ccc(-c2cn3ccccc3n2)cc1
    -18	-10	-5.5	8	17	2.4	-9	1.2	-8
> COc1nc(OC)nc(N(C)CCO)n1
    2	3	1.5	13	-7	0.2	-8	-0.6	-1
> CN=Cc1c(NC)nc2c(C)cccn2c1=O
    -15	15	-1.4	10	1	0.8	-10	0.6	3
> COc1ccc(NC(=O)N2CCN(CCC#N)CC2)cc1
    11	2	0.0	6	-24	0.6	-4	0.4	2
> CCCCCn1c(CNC(=O)COC)nc2ccccc21
    -4	3	2.0	11	-3	-0.6	-9	0.7	-1
> C=CCNC(=O)/C(=C/c1ccccc1OCC)NC(=O)c1ccccc1
    0	-2	0.8	0	0	-0.4	-3	0.6	0
> COc1ccc(-n2c(C)cc(C(=O)CSc3nnc(-c4ccoc4C)n3C)c2C)cc1
    -10	-2	-4.6	6	2	-0.7	-3	-0.2	3
> CCCCC(=O)NC(=S)Nc1cccc(NC(=O)CC)c1
    5	4	-1.7	1	-2	0.7	-5	0.0	1
> CCOC(=O)c1ccccc1NC(=O)CN(c1ccccc1OCC)S(C)(=O)=O
    19	-1	-0.5	10	0	1.0	3	0.8	-6
> CC1CCc2c(sc(NC(=O)COC(=O)c3ccc(O)cc3)c2C#N)C1 (stereo not given)
    -33	-1	4.0	8	33	0.4	-8	25	14
> CCCCn1c(/N=C/c2c[nH]c3ccccc23)nc2ccccc21
    -4	-9	-0.5	14	-1	-0.6	-6	-0.2	-2
> CN(C)/N=C/C=C1\CCC/C(=C\c2ccc(F)c(F)c2)C1=O
    2	3	-8.0	1	23	0.9	-11	1.2	6
> COc1cc(OC)cc(-c2cn[nH]c2N)c1
    12	0	-0.8	6	0	1.2	-4	0.2	-2
> S=C(NNc1cccc(Cl)c1)NC1CCCCC1
    -4	-1	-4.3	16	-43	-1.3	-5	-2.0	1
> Cc1ccccc1Nc1ncnc2c1cnn2Cc1ccccc1
    4	-5	-3.0	9	7	-0.6	-8	5.3	-1
> Cc1cc(C)c(O)c(-c2n[nH]c3c2C(c2cccc(O)c2)N(Cc2ccco2)C3=O)c1 (stereo not given)
    -2	-6	2.1	21	1	0.0	2	0.7	3
> Cc1ccc(-c2csc3nc4ccc(C(=O)NCCO)cc4c(=O)n23)cc1
    -18	7	-2.9	14	26	.	.	0.2	6
> CN(C)C(=O)c1ccc(-c2n[nH]c(=O)c3ccccc23)cc1
    -29	-2	1.1	6	31	2.1	2	1.8	-2
> Cc1nn(-c2ccccc2)c(Cl)c1/C=C(\C#N)C(=O)NC(C)C
    -33	1	2.8	16	2	-0.3	5	0.7	1
> Cc1nc(NCc2ccc3c(c2)OCO3)c2nnn(Cc3ccccc3)c2n1
    16	5	1.5	2	-8	-0.3	-3	-1.2	2
> CC(=O)NC(=S)Nc1ccccc1F
    -32	-4	-1.0	9	18	0.5	2	-1.2	1
> COCCn1c(C(C)C)nc2ccccc21
    0	2	2.4	8	10	0.7	-3	-0.1	0
> Cc1ccc(NC(=O)CCn2cc(C(F)(F)F)ccc2=O)cc1
    -26	-2	1.0	5	3	0.6	-7	-1.1	-1
> COC(=O)c1ccccc1NC(=O)N1CCN(C/C=C/c2ccccc2)CC1
    -40	0	-0.4	5	1	0.7	-3	-0.2	-2
> CCOc1ccc(N(CC(=O)OC)S(=O)(=O)c2ccc(OC)c(OC)c2)cc1
    -16	1	-0.9	14	0	-1.7	-4	0.1	-1
> COc1ccc(Cl)cc1NC(=O)N1CCC(C)CC1
    -3	-1	0.4	12	25	0.0	-10	1.4	0
> COc1ccc(Cl)c(N2CCN(CCCNC(=O)Nc3ccc(C)cc3)CC2)c1
    -12	-4	3.2	.	0	-1.4	-16	0.0	0
> CN(C)S(=O)(=O)c1ccc(C(=O)NCCOc2ccc(F)cc2)cc1
    -27	0	-0.1	5	-1	0.6	-8	0.2	-1
> Nn1c(C2CCCCC2)nc2ccccc2c1=O
    13	0	2.9	5	14	0.1	-12	-0.4	-2
> COCC(=O)Nc1nc2n(n1)C(c1ccccc1Cl)CC(c1ccc(OC)cc1)N2 (stereo not given)
    -15	3	0.6	5	1	-0.3	-9	0.1	0
> Nc1cccc(-c2nc3cc(S(=O)(=O)c4ccc5oc(-c6cccc(N)c6)nc5c4)ccc3o2)c1
    -34	-4	0.3	4	0	0.6	0	0.8	-2
> CCOC(=O)CN1C(=O)C(O)=C(C(C)=O)C1c1ccc([N+](=O)[O-])cc1 (stereo not given)
    27	-4	0.2	9	-20	-0.5	-4	-0.6	4
> COc1cccc(N2CCN(C(=O)NC3CCCCC3)CC2)c1
    -2	4	1.4	11	-8	0.2	4	1.1	2
> CN1CCN(C(=O)c2ccc(CSc3ccc(Cl)cc3)cc2)CC1
    -12	-4	1.5	14	1	0.3	-7	-0.2	-4
> CC(=O)c1cnn(-c2cc(Oc3ccc(F)cc3)ncn2)c1C
    -9	0	0.7	9	-2	0.2	-13	0.3	1
> CCOC(=O)c1ccc(N2C(=O)CC(C)(CC)CC2=O)cc1
    -24	-8	3.0	5	16	-1.1	-7	0.8	1
> CCCN1C(=O)/C(=N\OCC(=O)Nc2ccc(C(C)C)cc2)c2ccccc21
    29	4	2.4	11	1	0.7	1	67	-3
> Cc1cc(C)c2sc(N(CCN(C)C)C(=O)c3cc(Cl)sc3Cl)nc2c1
    36	-1	2.9	2	-27	1.7	-12	3.2	0
> CC1(C)Cc2c(C#N)c(SCCOc3ccccc3)nc(N3CCOCC3)c2CO1
    53	0	-6.5	7	-10	-0.5	-4	0.6	-2
> Cc1ccc(CSc2nnc(-c3ccncc3)o2)c(C)c1
    26	3	0.6	3	31	0.1	-5	3.1	-2
> Cc1c(-c2ccccc2)oc2c(C(=O)OCC(=O)Nc3ccc(F)cc3)cccc2c1=O
    19	2	2.5	6	2	-0.3	-10	1.6	-2
> Brc1ccc(C2=Nc3cccc4cccc(c34)N2)o1
    1	-42	-9.2	8	0	0.5	-3	4.2	-11
> Oc1ccccc1/C=N/Nc1ccnc(SCc2ccccc2)n1
    6	-1	-6.9	9	15	1.1	-9	0.4	1
> Brc1cc2c(cc1Br)OCCOCCOCCOCCO2
    -35	0	1.2	2	18	0.3	-4	0.2	-1
> Cc1cccc2cc(/C=N/NC(=O)[C@H]3C[C@@H]3c3ccccc3)c(Cl)nc12
    4	-1	0.7	4	22	-0.1	2	0.4	0
> CCOC(=O)/C=C1\CC(=O)Nc2nonc2N1
    -12	-4	0.3	3	0	0.4	0	0.2	0
> CCCCN(CCCC)Cc1ccc(C(=O)NN)o1
    -1	1	0.7	4	24	0.5	4	4.6	-3
> CC[N+]1(C)CCC(=C2c3ccccc3CC(=O)c3sccc32)CC1 (stereo not given)
    24	-9	-1.1	4	1	0.6	-4	0.0	-4
> COC(=O)c1ccc(C(C(=O)NC2CCCCC2)N(Cc2ccc(F)cc2)C(=O)Cc2cccs2)cc1 (stereo not given)
    41	3	-0.9	4	3	0.6	1	0.7	0
> COc1ccc(/C=C2\SC(=N)N(c3ccc(F)cc3)C2=O)cc1
    14	0	-4.2	6	46	0.5	-9	17	-3
> CCOC(=O)CNC(=O)Cn1cnc2sc(C)c(S(=O)(=O)N3CCC(C)CC3)c2c1=O
    -1	-4	-1.1	10	0	0.5	-3	0.0	-1
> O=C(N/N=C/c1ccco1)c1csc2c1CCCC2
    -19	2	-2.3	7	3	1.2	-7	0.0	3
> O=C(Nc1ccccc1C(=O)NCc1cccnc1)c1ccco1
    -2&-6	-7	0.3	14&6	7	-0.2	6	0.3	0
> CC(NC(=O)COc1cc(=O)n(C)c2ccccc12)c1ccc2c(c1)OCCO2 (stereo not given)
    4	-2	-1.0	11	1	-0.9	2	0.7	-2
> COc1ccc(CNc2nc(NCc3ccc(OC)cc3)n(S(C)(=O)=O)n2)cc1
    -11	0	-0.3	11	-1	-0.2	-1	-1.1	0

Quoted at random: 6 records from the list
Values in the order – EP2 mod	Runt-SMMHC FRET	TNF death inh	EP2 antag	Hck-Nef inh	PERK inhibitor	RBBP9 inhibitor	zVAD death inh	Runt-CBFb FRET
> Cc1cc(C)c2sc(N(CCN(C)C)C(=O)c3cc(Cl)sc3Cl)nc2c1
    36	-1	2.9	2	-27	1.7	-12	3.2	0
> COc1ccc(CNc2nc(NCc3ccc(OC)cc3)n(S(C)(=O)=O)n2)cc1
    -11	0	-0.3	11	-1	-0.2	-1	-1.1	0
> CC1(C)Cc2c(C#N)c(SCCOc3ccccc3)nc(N3CCOCC3)c2CO1
    53	0	-6.5	7	-10	-0.5	-4	0.6	-2
> CC(NC(=O)COc1cc(=O)n(C)c2ccccc12)c1ccc2c(c1)OCCO2 (stereo not given)
    4	-2	-1.0	11	1	-0.9	2	0.7	-2
> CCOC(=O)CNC(=O)Cn1cnc2sc(C)c(S(=O)(=O)N3CCC(C)CC3)c2c1=O
    -1	-4	-1.1	10	0	0.5	-3	0.0	-1
> Brc1cc2c(cc1Br)OCCOCCOCCOCCO2
    -35	0	1.2	2	18	0.3	-4	0.2	-1
